# Assay outcomes from PubChem.
# B2AR arrestin – recruits beta-arrestin to the human beta2-adrenergic receptor; hit rate 0.02% among 330,000; P07550; Potency, µM (highest dose often 46.1 µM), without a hit: at the top dose activation, usual class: activators; beta-arrestin recruitment to beta2AR, cell-based reporter;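 also: potency is read from the fitted curve at half-maximal effect; 0% = DMSO controls and full agonism = EC100 isoproterenol or metaproterenol; nearly all actives have a fitted effect of over 65% in size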
# Target sequence (P07550 whole entry, looked up): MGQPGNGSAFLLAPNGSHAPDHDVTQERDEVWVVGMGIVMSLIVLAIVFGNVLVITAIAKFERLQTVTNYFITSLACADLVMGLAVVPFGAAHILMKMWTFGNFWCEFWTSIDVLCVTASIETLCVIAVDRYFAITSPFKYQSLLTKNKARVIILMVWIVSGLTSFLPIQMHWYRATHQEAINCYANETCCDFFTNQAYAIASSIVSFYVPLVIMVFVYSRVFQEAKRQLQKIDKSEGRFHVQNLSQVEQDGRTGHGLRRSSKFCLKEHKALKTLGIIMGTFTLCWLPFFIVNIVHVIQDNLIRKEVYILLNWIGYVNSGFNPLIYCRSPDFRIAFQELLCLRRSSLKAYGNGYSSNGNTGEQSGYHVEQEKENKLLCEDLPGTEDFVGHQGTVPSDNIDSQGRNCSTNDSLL
# ELG1 genotox – genotoxicity induction in ELG1-luciferase HEK293T cells; Potency, µM (titrated, usually from 46 µM), without a hit: at the highest dose activity change, positive = activation, hits mostly activators; HEK293T ELG1-luciferase reporter, luminescence, 16 h; hit rate 1.3% among 330,000; also: potency is read from the fitted curve at half-maximal effect; % of control where 0% means no effect; nearly all actives have a fitted effect of over 60% in size
#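 Luminescence read-out: rising ELG1-luciferase signal, reflecting elevated ELG1 protein under genetic stress, flags genotoxic compounds. Cells were treated for 16 hr at 37 °C before ONE-Glo detection.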
# ASM inhibitor – blocks human secretory acid sphingomyelinase. placental ASM, HMU-PC fluorogenic substrate, 60 min. Potency, µM (titrated, usually from 57.5 µM), for inactives: at the top dose activity change, negative = inhibition, hits mostly inhibitors. hit rate 0.006% among 340,000. P17405; also: potency is read from the fitted curve at half-maximal effect
#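 qHTS format. ASM enzyme prepared from human placenta hydrolyses the fluorogenic substrate HMU-PC0 (9 uM final) over 60 min at 37 °C after a 10 min compound preincubation.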
# p53 reactivator – restores transcriptional activity of mutant p53; H1299 p53-A138V BP100-luciferase reporter, luminescence, 24 h; Potency, µM (top dose mostly 92.2 µM), without a hit: top-dose activity change, positive = activation, most hits filed as activators; hit rate 0.063% among 320,000; AID 504706; also: potency is read from the fitted curve at half-maximal effect; % of control where 0% means no effect; nearly all actives have a fitted effect of over 45% in size
#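 H1299 (p53-null), stable ts p53-A138V + BP100-Luc; 1000 cells/well, Opti-MEM/10% FBS; cpd 4 pt, 1:5; 24 h, 37 deg C, 5% CO2; detection reagent 10 min RT; luminescence.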
# a7 integrin act – integrin-mediated muscular dystrophy alleviation activation | alpha7betagal myoblasts, beta-gal FDG fluorescence, 48 h | hit rate 0.064% among 350,000 | Potency, µM (highest dose often 38.3 µM), without a hit: at the top dose activation, usual class: activators | AID 624291;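 also: potency is read from the fitted curve at half-maximal effect; 100% = response of the positive control SU9516; nearly all actives have a fitted effect of over 60% in size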
#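 alpha7betagal+/- myoblasts (passage 13, 250/well) treated 48 h at 37C with compounds at 1:260 dilution of DMSO stock. Lysed, then beta-galactosidase activity read as FDG fluorescence (ex 480/em 540) after 30 min, with pre-read for autofluorescence.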
# TRPV1 agonist – activates the human vanilloid receptor TRPV1 | hit rate 0.19% among 320,000 | activation, % at 8.33 µM | TRPV1-expressing cells, Fluo-8 calcium influx, agonist mode | AID 540275 | Q8NER1; in the data active = activation above about 80%; inconclusive = between about 30% and that limit; also: 0% is about no effect
#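 Fluo-8 calcium influx in TRPV1-expressing cells, kinetic read (ex 480/em 520 nm). Compound added and read 3 min for agonist activity, followed by capsaicin at EC20 final and 2 min further read for enhancement.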
# USP2a block – inhibitors of human ubiquitin-specific protease USP2a | USP2 core, Ub-CHOP2 coupled fluorogenic reporter, 485/531 | Potency, µM (doses to about 38.3 µM), without a hit: top-dose activity change, negative = inhibition, usual class: inhibitors | hit rate 0.01% among 330,000 | AID 463254;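 also: potency is read from the fitted curve at half-maximal effect; plate controls were DMSO wells for no effect and full inhibition by NEM control for full effect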
# Target sequence (O75604 whole entry, looked up): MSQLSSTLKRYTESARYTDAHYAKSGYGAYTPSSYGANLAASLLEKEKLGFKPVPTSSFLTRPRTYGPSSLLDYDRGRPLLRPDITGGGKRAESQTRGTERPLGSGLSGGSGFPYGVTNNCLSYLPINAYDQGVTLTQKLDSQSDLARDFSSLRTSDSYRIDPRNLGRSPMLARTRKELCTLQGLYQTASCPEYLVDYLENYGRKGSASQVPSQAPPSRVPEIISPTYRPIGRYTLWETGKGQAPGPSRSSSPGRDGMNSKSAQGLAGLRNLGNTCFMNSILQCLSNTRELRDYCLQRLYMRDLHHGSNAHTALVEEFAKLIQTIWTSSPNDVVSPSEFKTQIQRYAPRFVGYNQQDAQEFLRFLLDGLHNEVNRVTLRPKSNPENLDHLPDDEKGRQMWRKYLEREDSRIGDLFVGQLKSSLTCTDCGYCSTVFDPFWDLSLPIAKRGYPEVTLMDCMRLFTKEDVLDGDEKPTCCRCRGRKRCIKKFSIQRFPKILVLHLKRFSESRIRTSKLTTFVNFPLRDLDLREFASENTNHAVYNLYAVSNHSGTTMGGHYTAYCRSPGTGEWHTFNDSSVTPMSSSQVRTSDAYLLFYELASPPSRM
#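 Cell-free coupled assay: 10nM USP2 core preincubated 30min RT with compound in Tris-HCl pH 8.0/CaCl2/CHAPS buffer, then 25nM Ub-CHOP2 and 25nM reporter substrate; fluorescence (Ex 485/Em 531) read after 60min RT, normalized to NEM inhibition, concentration-response curves fitted.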
# uPA surface inh – blocks generation of uPA at the cell surface | Potency, µM (series often up to 38.3 µM), for the others: top-dose activity change, negative = inhibition, hits mostly inhibitors | hit rate 0.31% among 330,000 | cell surface uPA generation assay, qHTS; active = well fitted inhibition curve with a large enough effect; inconclusive = small, poorly fitted or top-dose-only effect; inactive = no such curve, though single readings can be large or run the other way; tested in mouse RAW 264.7 cells; also: potency is read from the fitted curve at half-maximal effect; % is scaled to controls: 0 for no effect and ±100 for the full control effect; nearly all actives have a fitted effect of over 55% in size
# TSG101-PTAP inh – blocks PTAP/TSG101 interaction to inhibit HIV-1 budding | Q99816 | Fluorescence polarization, FITC-PTAP peptide / Tsg101 binding | 340,000 tested, under 10 active | AID 493005 | Potency, µM (titrated, usually from 115 µM), without a hit: at the highest dose activity change, negative = inhibition, most hits filed as inhibitors; active = well fitted inhibition curve with a large enough effect in the main read-out, with a control signal flat, not every such curve was filed as active; inconclusive = small, poorly fitted or top-dose-only effect, or effect the other way, or a change in a side signal; inactive = no such curve, though single readings can be large or run the other way; also: potency is read from the fitted curve at half-maximal effect; % of control where 0% means no effect
#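 Tsg101 binding domain (10 uM final) was mixed with compound and a FITC-labeled PTAP peptide (50 nM final) in HEPES pH 7.5 buffer with NaCl, Tween 20, EDTA and TCEP; fluorescence polarization was read after 20 min at r.t.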
# Eya2 phos inh – Eya2 (human) phosphatase inhibition | hit rate 0.006% among 330,000 | Potency, µM (series often up to 76.9 µM), for the others: at the highest dose activity, negative = inhibition, hits mostly inhibitors | O00167 | AID 488837 | recombinant Eya2, OMFP fluorescence dephosphorylation (OMFP is methylfluorescein phosphate); also: potency is read from the fitted curve at half-maximal effect; % is scaled to controls: 0 for no effect and ±100 for the full control effect
#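 Eya2 (0.2 uM) preincubated 10 min at ambient with compound, then OMFP substrate added at 50 uM; 10 min reaction in 50 mM HEPES pH 7.5, 50 mM NaCl, 5 uM MgCl2, 0.05% BSA, 1 mM DTT. Fluorescence read at Ex 485/Em 525 nm.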
# BRCA1 expr up – increases BRCA1 expression. MCF7-BRCA1-FFLuc reporter, luminescence, 48 h; response scale: scaled: vehicle 0%, 10 µM genistein 100%. Potency, µM (doses to about 46.1 µM), for the others: top-dose activation, actives largely listed as activators. hit rate 1.1% among 380,000. AID 624202; also: potency is read from the fitted curve at half-maximal effect; nearly all actives have a fitted effect of over 80% in size; some results filed as inactive show a strong effect at the top dose
#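 Using MCF7 cells harboring a BRCA1 firefly luciferase reporter, plated 2 h before compound pinning, the screen measured luminescence after 48 h incubation. Responses were normalized to DMSO and 10 microM genistein, then fitted for concentration-effect.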
# Numbers without * were called inactive; ? = inconclusive; . = no result given; [ ] = another dose, or the depositor's remark. Unless noted, calls follow the shape of the dose curve; as a rule, active = well fitted curve in the direction sought with a large enough effect; inconclusive = small, poorly fitted or top-dose-only effect, or another doubt; inactive = no such curve, though single readings can be large; an effect the other way counts as inactive or inconclusive. Rows were taken by chance; 2.6% or so of the library scored in one or more.
compound,B2AR arrestin,ELG1 genotox,ASM inhibitor,p53 reactivator,a7 integrin act,TRPV1 agonist,USP2a block,uPA surface inh,TSG101-PTAP inh,Eya2 phos inh,BRCA1 expr up
Cc1cccc(C)c1NC(=O)NNC(=O)c1cc(C(C)(C)C)nn1Cc1ccccc1,-0.8%,-3%,0%,0%,1%,1,-2%,3%,0%,-20%,-12%
Cc1ccc(N2CC(NS(=O)(=O)c3cccnc3)CC2=O)cc1 (configuration not stated),-0.1%,-8%,2%,0%,2%,-5,-1%,-5%,-2%,-32%,-16%
CC(C)Cn1cnc2c(Sc3c([N+](=O)[O-])ncn3C)nc(N)nc21,.,.,-1%,.,-26%,.,.,-11%,0%,.,-21%
O=C(N/N=C/c1cccnc1)c1cc(-c2ccc(Br)cc2)nc2ccccc12,0.0%,-4%,-10%,2%,23%,-2,-8%,-14%,-4%,-6%,1%
CCc1cc(=O)oc2cc(OCc3ccc(C(=O)O)o3)ccc12,0.5%,17%,23%,?,4%,2,-7%,9%,-4%,16%,6.3µM*
CCC1C=C(c2ccccc2)C=CN=C1N(CC)CC (configuration not stated),-0.2%,-7%,-1%,-7%,?,1,2%,-2%,0%,3%,-19%
Cc1ccccc1NC(=O)C1C2/C=C\CCCCC21 (configuration not stated),-0.4%,3%,1%,-16%,8%,9,0%,1%,1%,4%,14%
COc1ccc(CCNC(=O)c2ccc(Br)cc2)cc1,0.2%,0%,0%,4%,-13%,?,2%,1%,0%,-8%,-6%
COCC(C)NS(=O)(=O)c1ccccc1 (configuration not stated),-0.2%,3%,0%,11%,-22%,1,2%,5%,0%,0%,0%
COc1ccc(/C=C/C(=O)NCc2c(C)nn(C)c2C)cc1COc1ccc(Br)cc1,0.3%,-1%,-6%,0%,25%,?,-2%,.,-1%,4%,-36%
COc1ccccc1NC(=O)Cc1nn(C)c(=O)c2ccccc12,0.1%,18%,1%,-12%,-53%,2,-1%,-6%,-6%,22%,-73%
CC(C)c1ccc(/C=C2\SC(=S)N(CCC(=O)NCCCn3ccnc3)C2=O)cc1,0.1%,2%,-20%,?,40%,-5,-4%,-6%,-6%,-20%,8%
N#CC1(NC(=O)COC(=O)CCCN=C2NS(=O)(=O)c3ccccc32)CCCCC1,-0.2%,3%,5%,19%,-1%,-1,0%,2%,-2%,0%,-23%
CCOC(=O)c1c(NC(=O)c2ccco2)sc2c1CCCCC2,0.0%,-1%,24%,-3%,-19%,.,-1%,-1%,-7%,-8%,5%
NC(=Nc1ccccc1)NC(=O)c1nc(Cl)c(N)nc1N,.,.,447%[activator],.,.,.,.,?,-6%,4%,5.6µM*
C=CCN(c1ccccc1)S(=O)(=O)c1ccc(Cl)c(C(=O)OCC(=O)N(C)C2CCS(=O)(=O)C2)c1 (configuration not stated),-0.3%,0%,-4%,-1%,14%,2,0%,1%,-2%,-23%,-1%
O=S(=O)(NCC(c1cccnc1)N1CCN(c2ccccc2F)CC1)c1cccs1 (configuration not stated),-1.0%,18%,6%,-1%,5%,1,-4%,4%,0%,-1%,-1%
O=C(NCc1ccc(Cl)cc1)c1n[nH]c([N+](=O)[O-])c1Cl,-0.4%,?,5%,-3%,-5%,0,-2%,-12%,-7%,?,?
O=C1CC(N2CCN(c3ccccc3Cl)CC2)C(=O)N1c1ccccc1 (configuration not stated),0.0%,-1%,10%,-5%,1%,0,-1%,7%,-9%,7%,-14%
O=C1Nc2ccccc2C12Nc1ccccc1S2 (configuration not stated),0.0%,16%,.,?,.,4,-1%,.,.,11%,.
O=C(NNS(=O)(=O)c1ccc2ccccc2c1)c1cccnc1,-0.7%,-2%,-3%,-13%,13%,-3,3%,0%,1%,6%,-4%
Cc1cccc(NC(=O)C2CCCN(C(=O)Nc3ccccc3)C2)c1C (configuration not stated),-0.2%,0%,-3%,-2%,0%,7,1%,2%,-6%,-33%,-26%
Cc1ccc(C(=O)NCCc2ccccc2)cc1N1CCCC1=O,0.5%,6%,2%,18%,-2%,-1,1%,-3%,-6%,-8%,23%
O=C(CCSc1ccc(Cl)cc1)NN=C1CCCCCC1,-0.1%,30%,1%,-3%,5%,?,11%,-6%,-2%,12%,3%
COc1ccccc1CN1C(=O)CNC1=S,0.1%,-1%,5%,13%,-8%,6,-8%,-4%,-10%,-4%,6%
Cc1ccnc(N2CCN(C(=O)CSc3nc4ccccc4nc3N3CCCCC3)CC2)c1,-2.2%,-16%,-2%,-1%,-14%,-13,-2%,4%,0%,-15%,-32%
O=C(CCNC(=O)c1ccc(Br)cc1)Nc1cc(Cl)ccc1-n1cncn1,-0.5%,0%,-4%,-5%,22%,0,2%,-3%,-3%,6%,-37%
CC(C)NC(=O)C1CCCN(S(=O)(=O)c2cccs2)C1 (configuration not stated),0.2%,-2%,3%,2%,13%,1,-3%,3%,-5%,8%,-6%
CS(=O)(=O)NCCSCc1c(F)cccc1Cl,-0.1%,2%,4%,6%,-27%,-1,3%,-5%,0%,6%,-2%
CN(CC(=O)Nc1ccc(F)cc1[N+](=O)[O-])Cc1ccccc1,0.4%,-4%,-4%,25%,5%,24,-2%,0%,1%,12%,-1%
CC(NCc1ccc2c(c1)OCO2)C(=O)NC1CCCCC1 (configuration not stated),0.0%,-4%,-1%,2%,6%,2,2%,0%,1%,-1%,-15%
COc1cc(/C=N/NC(=O)c2cccnc2)ccc1OCC(=O)Nc1ccccc1Cl,-0.4%,-8%,-3%,13%,16%,-3,1%,1%,0%,5%,82%
Cc1cc2[nH]c3c4ccccc4nc(C)c3c2cc1C,.,.,-13%,.,?,.,.,10µM*,0%,.,-73%
COc1cccc(CC(=O)Nc2ccccc2N2CCCC2)c1,-1.5%,-2%,4%,-9%,-14%,12,1%,-1%,0%,-2%,0%
CCCn1c(SCC(=O)N2c3ccccc3CC2C)n[nH]c1=O (configuration not stated),0.5%,2%,-1%,3%,12%,21,1%,-5%,1%,-14%,-19%
O=C(CSc1nc(-c2ccc(F)cc2)cs1)N1CCOCC1,-1.2%,18µM*,-1%,?,24%,12,2%,-8%,-2%,-12%,?
CCOc1ccc(C2N(c3ccc(F)cc3)C(=O)C3CCCN32)cc1 (configuration not stated),0.0%,2%,0%,-5%,11%,.,1%,5%,-5%,3%,-9%
CCOc1ccc(CCNC(=O)COC(=O)c2ccc(F)c(S(=O)(=O)N3CCOCC3)c2)cc1OCC,0.1%,5%,-3%,0%,-11%,4,1%,-5%,-2%,1%,1%
CC(=O)Nc1sc(N/N=C/c2ccc(O)cc2)nc1-c1ccc(C)cc1,-0.2%,?,10%,?,11%,-2,-2%,1%,0%,4%,?
CCOC(=O)c1c(C)n(C)c2ccc(OC)c(NC(=O)CCN3CCC(Cc4ccccc4)CC3)c12,0.5%,-5%,4%,-2%,-31%,15,-1%,12%,-2%,-6%,-16%
COc1ccc(C(CCN2CCOCC2)c2c(OC)cc(OC)c3ccc(=O)oc23)cc1 (configuration not stated),0.2%,0%,85%[activator],2%,26%,.,-5%,6%,-1%,-4%,4%
O=C(CCc1ccccc1)NNC(=O)C12CC3CC(CC(C3)C1)C2,-0.7%,0%,6%,5%,1%,8,-1%,9%,.,7%,0%
O=C(COC(=O)c1cnc(Cl)c(Cl)c1)NCc1ccco1,-0.9%,4%,-3%,-7%,-23%,-2,-1%,-1%,1%,-14%,-5%
C=CCn1c(C)cc(C(=O)CSc2nnc(NCc3ccccc3)s2)c1C,-1.0%,13%,-3%,15%,23%[7.66 µM],16,6%,-13%,-3%,0%,-51%
COc1ccc(NC(=O)CN2C(=O)NC3(CCCC3)C2=O)cc1S(=O)(=O)N1CCCCC1,2.7%,1%,3%,-13%,9%,2,1%,6%,-1%,-14%,10%
Cc1ccc(NS(=O)(=O)c2c(C)[nH]c(=O)[nH]c2=O)c(C)c1,0.3%,0%,-4%,-2%,-9%,-7,-1%,3%,-5%,-4%,2%
O=S(=O)(NC1=NCCCCCC1)c1cccs1,-0.1%,-3%,6%,0%,?,-4,0%,13%,-7%,-1%,7%
